# PREPL inh: PREPL enzyme inhibitors, primary screen, biochemical, fluorescence polarization; Prolyl endopeptidase-like (Homo sapiens), Q4J6C6; recombinant PREPL, fluorescence polarization activity-based probe; AID 2751, 2010; inhibition, % at 5.96 µM; actives 0.68% (n = 320,000); in the data active means inhibition above about 43%;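 further: 0% = enzyme with DMSO and 100% = wells lacking enzyme; many of its hits are not listed in these tables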
# LYPLA2 counter: LYPLA2 inhibitors, primary screen, counter-screen for PME1 inhibitor project, biochemical, fluorescence polarization, FP-Rh probe ABPP | recombinant LYPLA2 | actives 0.38% (n = 320,000) | AID 2177, 2009 | inhibition, % at 5.9 µM;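 active means inhibition above the screen-wide mean plus 3 SD, limit set per campaign, cut at about 26% in these data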;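 further: 0% = LYPLA2 with DMSO and 100% = wells lacking LYPLA2 enzyme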
# Target sequence (O95372 whole entry, looked up): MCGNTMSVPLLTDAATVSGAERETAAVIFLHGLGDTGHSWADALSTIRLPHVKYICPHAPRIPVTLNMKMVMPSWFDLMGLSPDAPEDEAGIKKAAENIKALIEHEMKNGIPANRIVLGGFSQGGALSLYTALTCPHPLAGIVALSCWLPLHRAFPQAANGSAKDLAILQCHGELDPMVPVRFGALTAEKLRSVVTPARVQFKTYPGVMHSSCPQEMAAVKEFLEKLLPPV
# GSTO1 counter: inhibitors of recombinant GSTO1, primary screen, counter-screen for RBBP9 inhibitor project, biochemical, fluorescence polarization. Glutathione S-transferase omega-1 (Homo sapiens), P78417. activity-based probe fluorescence polarization. inhibition, % at 5.96 µM. actives 1.1% (n = 300,000);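 active means inhibition above the campaign mean inhibition plus 3 SD, cut at about 35% in these data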;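 further: 0% = GSTO1-1 with DMSO and 100% = wells lacking GSTO1-1 enzyme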
# PAFAH1B2 FP inh: PAFAH1B2 enzyme inhibitors, primary screen, biochemical, fluorescence polarization, human. Platelet-activating factor acetylhydrolase IB subunit alpha2 (Homo sapiens), P68402. recombinant PAFAH1B2, FP-rhodamine activity probe. inhibition, % at 3.39 µM. actives 1.2% (n = 340,000). AID 492953, 2010;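 active means inhibition above the mean of all tested compounds plus 3 SD, cut at about 24% in these data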;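 further: 0% = enzyme with DMSO and 100% = wells lacking PAFAH1B2; many of its hits are not listed in these tables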
# PME-1 inh: PME-1 inhibitors via competitive probe labeling, primary screen, biochemical, fluorescence polarization, FP-Rh probe, HTS. inhibition, % at 5.9 µM. Protein phosphatase methylesterase 1 (Homo sapiens), Q9Y570. recombinant PME-1. actives 0.53% (n = 320,000). AID 2130, 2009;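 active means inhibition above the campaign mean of all compounds plus 3 SD, cut at about 26% in these data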;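 further: competitive labeling of PME-1 active site by serine hydrolase directed probe; 0% = PME-1 with DMSO and 100% = wells lacking PME-1 enzyme; inhibitors block probe labeling so polarization falls and inhibition rises; many of its hits are not listed in these tables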
# PAFAH1B3 FP inh: PAFAH1B3 enzyme inhibitors, primary screen, biochemical, fluorescence polarization, human; Platelet-activating factor acetylhydrolase IB subunit alpha1 (Homo sapiens), Q15102; recombinant PAFAH1B3, FP-rhodamine probe; inhibition, % at 3.39 µM; actives 0.28% (n = 340,000);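 active means inhibition above the screen-wide average of all tested compounds plus 3 SD, cut at about 25% in these data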;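 further: 0% = enzyme with DMSO only and 100% = wells lacking PAFAH1B3 protein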
# Target sequence (Q15102 whole entry, looked up): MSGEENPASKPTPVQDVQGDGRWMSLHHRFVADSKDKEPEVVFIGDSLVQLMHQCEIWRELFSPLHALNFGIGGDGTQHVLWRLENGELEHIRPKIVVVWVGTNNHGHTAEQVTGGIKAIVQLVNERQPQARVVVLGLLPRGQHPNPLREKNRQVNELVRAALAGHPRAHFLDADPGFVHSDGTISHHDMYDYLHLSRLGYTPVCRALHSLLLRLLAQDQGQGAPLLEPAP
# LYPLA1 inh: LYPLA1 inhibitors, primary screen, counter-screen for PME1 inhibitor project, biochemical, fluorescence polarization, FP-Rh probe ABPP; Acyl-protein thioesterase 1 (Homo sapiens), O75608; recombinant LYPLA1; inhibition, % at 5.9 µM; actives 0.16% (n = 320,000); AID 2174, 2009;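 active means inhibition above the mean of all tested compounds plus 3 SD, set per campaign, cut at about 14% in these data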;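 further: inhibitors block serine hydrolase probe labeling of LYPLA1 so polarization falls; 0% = enzyme with DMSO and 100% = wells lacking LYPLA1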
# pPAFAH FP inh: pPAFAH enzyme inhibitors, primary screen, biochemical, fluorescence polarization, human; AID 463082, 2010; recombinant pPAFAH, FP-rhodamine probe fluorescence polarization; Platelet-activating factor acetylhydrolase (Homo sapiens), Q13093; inhibition, % at 3.39 µM; actives 1.5% (n = 330,000);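 active means inhibition above the mean inhibition across the screen plus 3 SD, cut at about 25% in these data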;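 further: inhibitors block binding of the rhodamine activity-based probe so polarization drops; 0% = enzyme with DMSO and 100% = wells lacking pPAFAH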
# Target sequence (Q13093 whole entry, looked up): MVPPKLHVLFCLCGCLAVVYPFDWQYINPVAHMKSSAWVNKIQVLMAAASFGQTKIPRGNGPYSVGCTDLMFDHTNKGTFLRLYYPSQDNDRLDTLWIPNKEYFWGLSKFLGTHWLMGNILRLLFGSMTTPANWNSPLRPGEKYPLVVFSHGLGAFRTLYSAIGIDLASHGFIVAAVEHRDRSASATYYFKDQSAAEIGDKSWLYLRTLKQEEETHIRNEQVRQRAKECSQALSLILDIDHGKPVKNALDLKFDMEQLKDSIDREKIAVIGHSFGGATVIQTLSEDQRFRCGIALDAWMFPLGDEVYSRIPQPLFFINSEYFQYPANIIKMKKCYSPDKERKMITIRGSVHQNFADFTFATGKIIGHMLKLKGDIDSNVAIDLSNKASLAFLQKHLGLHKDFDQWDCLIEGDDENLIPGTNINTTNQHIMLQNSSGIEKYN
# PAD4 FP inh: human PAD4 inhibitors, primary screen, biochemical, fluorescence polarization, 1536-well format. Protein-arginine deiminase type-4 (Homo sapiens), Q9UM07. recombinant PAD4, RCA probe fluorescence polarization. inhibition, % at 6.36 µM. actives 0.41% (n = 330,000). AID 485272, 2010;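 active means percent inhibition above a cutoff equal to the mean of all tested compounds plus 3 SD, cut at about 15% in these data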;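 further: 0% = PAD4 with RCA probe and DMSO and 100% = probe without PAD4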
# Numbers without * were called inactive; / = not tested or not shown.
SMILES,PREPL inh,LYPLA2 counter,GSTO1 counter,PAFAH1B2 FP inh,PME-1 inh,PAFAH1B3 FP inh,LYPLA1 inh,pPAFAH FP inh,PAD4 FP inh
CCc1cc2c(=O)[nH]c(-c3ccccn3)nc2s1,2.5,-6.4,-5.9,3.5,-3.7,13.2,-3.9,2.8,6.1
O=C(CCS(=O)(=O)c1ccccc1)NC12CC3CC(CC(C3)C1)C2,10.1,-5.3,6.4,3.3,-1.2,4.3,0.7,1.3,-2.3
CCOc1ccccc1NC(=O)C(OC(=O)c1ccc(NC(=O)CC#N)cc1)c1ccccc1 (stereo unspecified),-10.6,-63.0,-77.6,-22.1,-54.1,-26.1,-38.8,5.0,-3.8
Cc1ccc(NC(=O)COc2cccnc2[N+](=O)[O-])cc1S(=O)(=O)N1CCCCC1,6.5,-10.0,7.1,2.4,4.2,11.6,-2.4,4.7,-2.7
O=C(NCCC(=O)N1CCCCC1)c1ccc(Br)cc1,5.6,-3.9,-3.8,-2.2,1.8,2.4,-0.5,4.0,-7.7
COc1cc(C(=O)O/N=C2\CCCc3c2ccc(OC)c3[N+](=O)[O-])cc(OC)c1OC,11.9,-2.0,-1.3,1.3,3.7,2.6,-0.9,-1.2,-2.9
O=C(COC(=O)c1ccc(CNS(=O)(=O)c2ccc(F)c(Cl)c2)cc1)NC1CCCCCCC1,0.7,0.7,-0.4,-5.0,-0.2,-7.9,-3.4,7.2,-2.0
Cc1ccc(-c2nc3ccccn3c2Nc2ccccc2)o1,-16.5,-1.5,4.8,-5.1,0.9,-0.1,-1.7,5.9,-1.2
C=C1C2(C(=O)NCc3ccco3)CCC(C2)C1(C)C (stereo unspecified),-6.3,4.9,1.1,4.8,1.3,2.3,1.8,-1.1,-3.8
Cc1cccc(-n2c(C)cc(C=C3C(=O)c4ccccc4C3=O)c2C)c1,6.3,5.5,1.5,-5.6,1.0,-4.3,0.4,0.7,-12.7
O=[N+]([O-])c1cc(Cl)cc(/C=N/NC(=S)Nc2cc(S(=O)(=O)N3CCOCC3)ccc2Cl)c1O,26.8,2.1,31.4,20.7,21.6,14.2,-1.4,36.5*,0.1
COc1ccc(CCNS(=O)(=O)c2cc(/C=C/C(=O)O)ccc2C)cc1OC,2.7,-4.0,7.3,-0.9,-5.7,8.6,-1.8,2.3,0.1
CN(C(=O)c1ccc(OC2CCN(CCc3ccccc3)CC2)cc1)C1CCCCC1,20.4,12.5,-2.3,-0.2,0.5,6.7,2.8,2.4,5.6
CCn1c(SCC#N)nc2ccccc2c1=O,2.2,-0.3,-3.0,10.6,-4.0,11.0,-1.4,1.9,-4.4
C=CCOc1ccccc1/C=N/NC(=O)c1ccc(Cl)cc1Cl,4.7,0.5,2.4,9.3,3.0,8.6,-2.9,4.8,-1.9
Cc1cccc(NS(=O)(=O)c2cccs2)n1,3.2,1.0,5.5,0.9,-0.3,0.9,2.1,1.6,-2.4
Cn1c(-c2ccccc2)cnc1NCc1cc2c(cc1[N+](=O)[O-])OCO2,8.5,29.2*,4.9,-0.3,6.7,5.4,-1.0,5.8,0.2
COc1ccc(C(=O)O/N=C(\N)c2ccccc2)c(OC)c1,8.3,-2.6,3.4,0.9,-0.9,8.9,-2.4,-0.5,0.3
COc1ccc(NC(=O)C2CCC2)cc1S(=O)(=O)N1CCOCC1,12.9,-1.6,/,-1.7,-2.0,0.8,-0.1,-6.0,-5.9
COc1cccc(CC2(CO)CCCN(Cc3cn[nH]c3-c3ccccc3)C2)c1 (stereo unspecified),28.0,-1.5,-1.3,-0.3,2.7,7.7,-3.2,0.8,-5.8
O=C(Nc1ccc(N2CCOCC2)cc1)c1cccc(S(=O)(=O)N2CCC(Cc3ccccc3)CC2)c1,-7.3,2.9,-6.6,2.5,6.2,-2.2,-6.0,16.1,-8.8
CCOC(=O)c1ccc(CSc2nnc(N)s2)cc1,5.7,-7.4,2.8,-0.9,5.9,-10.7,-1.9,-6.5,-2.8
O=C(CSc1ccccc1Cl)c1ccco1,-4.2,0.5,6.6,0.5,-4.1,10.0,1.7,3.8,-5.8
C[C@H](CO)N1C[C@H](C)[C@@H](CN(C)CC2CCCCC2)Oc2c(NS(=O)(=O)c3ccc(F)cc3)cccc2C1=O,27.9,/,/,2.9,/,4.7,/,2.3,-5.0
C=CCn1c(SCCOc2ccc(OC)cc2)nnc1C(C)NC(=O)Cc1ccc(OC)cc1 (stereo unspecified),4.4,0.0,2.9,1.4,-2.7,15.1,-3.0,-0.3,-0.8
CC(=O)Nc1sc2c(c1C(c1ccccn1)N1CCCC1)CCCC2 (stereo unspecified),9.4,1.6,31.6,1.0,-6.9,-3.4,1.0,-4.8,-2.2
Cc1[nH]c2ccccc2c1/C=C(/C#N)C(=O)NC(C)C,0.9,-2.7,2.1,-3.0,7.2,-0.1,-0.4,3.9,-8.1
CN(C)CCCNC(=O)COc1ccc(Br)cc1Cl,6.0,-3.0,1.9,-0.6,-2.5,-1.0,-0.2,1.2,2.5
CCOC(=O)c1c(C)sc2c1N(C(=O)CCl)c1cc(Cl)ccc1S2,7.5,9.0,-5.8,-0.9,0.8,-1.4,-1.1,-2.5,19.0*
O=C(NC1=NCCS1)c1cc(-c2cccs2)nc2ccccc12,-7.5,-13.5,-5.3,2.7,-4.8,0.6,-5.1,1.8,-3.2
CCOc1ccc(N2C(=O)S/C(=C\c3ccc(O)c(OCC)c3)C2=O)cc1,-5.2,2.2,10.7,6.4,1.2,10.5,-3.0,13.3,1.1
CC(C)N1CCN(Cc2cnc(-c3ccccc3)s2)CC1CCO (stereo unspecified),18.1,8.3,1.8,1.7,0.1,12.3,0.1,3.4,-1.0
O=C(NCc1ccc(Cl)cc1)C1CCC(CNc2c(N3CCCC3)c(=O)c2=O)CC1 (stereo unspecified),20.0,4.1,24.0,5.3,-13.5,4.8,1.4,4.7,-1.1
O=C(O)c1cnn2c1NC(c1cccs1)CC2C(F)(F)F (stereo unspecified),-3.6,1.4,7.5,-0.8,2.1,-2.0,1.6,3.8,-6.0
COc1ccc(C(=O)N/C(=C/c2ccccc2F)C(=O)NCCN2CCOCC2)cc1OC,-0.9,11.5,-0.1,-1.6,-3.8,9.4,6.8,-2.6,4.1
COC(=O)c1ccc(CN(C)S(=O)(=O)c2ccc(C)cc2)o1,-4.4,-7.6,3.5,4.8,0.2,3.8,1.5,3.9,-2.9
Cc1ccc(-n2c(-c3cn(C)nc3C)n[nH]c2=S)cc1,6.3,11.4,6.7,/,-2.9,/,1.5,3.7,-3.1
Cc1cc(C(=O)OCC(=O)NC(=O)NC(C)(C)C)c(C)o1,7.5,11.7,1.8,2.9,4.5,3.2,-2.5,2.4,-2.1
CC(=O)c1ccc(NS(=O)(=O)c2cccc(C)c2)cc1,6.8,2.9,4.8,3.0,3.0,5.1,-0.2,-4.3,-4.7
CN(C)/C=N/c1cc(=O)[nH]c(=O)n1CC1CC1,-0.8,-0.5,6.4,4.2,5.1,-5.3,-0.5,-2.9,6.1
COc1ccc(NC(=O)COC(=O)CNC(=O)C2CCCCC2)cc1,-1.9,0.1,-3.6,2.6,2.6,8.2,-2.5,-1.6,-1.7
O=C(c1ccccc1)N(C(=O)c1ccccc1)c1ncnc2c1C(c1ccccc1)c1c(ccc3ccccc13)O2 (stereo unspecified),9.9,13.1,/,-0.6,0.8,9.1,4.3,-1.2,1.7
O=C(COc1ccccc1)Nc1ccc2[nH]ncc2c1,1.8,-5.0,3.5,-3.3,-11.6,-2.4,3.2,-2.1,-6.3
CN(C)S(=O)(=O)c1ccc2c(c1)c(=O)c(C(=O)N1CCOCC1)cn2C,5.8,-8.3,5.0,1.1,4.7,9.8,-1.1,-1.8,-3.0
CCOc1cc(/C=C2\C(=O)N(CCc3ccc(OC)c(OC)c3)C(C)=C2C(=O)OC)ccc1O,15.5,-10.7,43.3*,-1.8,-3.5,-1.1,0.9,1.4,-11.5
O=C(NCc1ccco1)C1Cc2ccccc2CN1S(=O)(=O)c1ccccc1F (stereo unspecified),-12.3,-8.3,-9.1,3.2,-11.9,-1.9,-18.0,6.1,-10.0
Cn1c(SCC(=O)c2ccc(F)cc2)nnc1-c1cnccn1,-9.9,-1.3,-2.4,6.1,-6.0,7.7,0.4,-3.1,-1.8
CC(C)c1nnc(NC(=O)CCC(=O)N2CCN(Cc3ccccc3)CC2)s1,5.1,4.3,4.2,-0.7,1.6,-1.3,-0.5,4.0,2.8
CCc1nn(CC(=O)NCCCN2CCN(C)CC2)c(=O)c2cc3sccc3n12,-1.6,-2.8,5.4,-3.0,-6.6,7.4,-1.5,-3.7,-1.4
COc1ccc(-c2nnc(SCc3ccc(C(=O)O)cc3)n2C)cc1OC,-1.0,-2.5,2.8,4.5,1.2,4.0,-5.6,-1.6,1.3
CSc1nc2ccc(Cl)cc2[nH]1,10.3,2.6,1.3,4.3,5.2,2.2,1.9,4.2,1.8
COc1ccccc1NC(=O)Cn1cnc2c(nc3n2CCCCC3)c1=O,5.9,-4.8,-2.0,0.3,-3.3,10.3,-0.1,6.4,0.7
CCCCn1nnnc1NCc1cc(OC)c(OC)cc1OC,3.2,-3.0,-1.8,-0.4,0.6,12.9,-2.0,0.7,-7.1
Cn1c(C(=O)N2CCCC(C(=O)NCCc3ccccc3)C2)cc2sccc21 (stereo unspecified),-12.5,7.4,5.1,4.2,8.4,4.7,2.6,5.0,4.0
COc1ccc(N(CC(=O)Nc2cccc(C)c2)S(=O)(=O)c2c(C)noc2C)cc1,15.0,3.5,-0.4,4.1,-5.9,4.1,-2.5,2.6,0.3
O=C(NCCCN1CCCC(O)C1)c1cc(COc2ccc(F)cc2F)on1 (stereo unspecified),9.8,0.2,-1.6,-2.9,2.0,-2.4,-2.5,14.4,-0.9
COc1ccc(CCNS(=O)(=O)c2ccc(-n3cnnn3)c(OC)c2)cc1OC,7.5,5.2,0.0,6.0,1.4,4.6,-2.3,0.1,4.2

# Three entries already listed, arranged by the value under PAD4 FP inh, descending.
canonical_smiles | PAD4 FP inh
O=C(NCCCN1CCCC(O)C1)c1cc(COc2ccc(F)cc2F)on1 (stereo unspecified) | -0.9
O=C(NC1=NCCS1)c1cc(-c2cccs2)nc2ccccc12 | -3.2
CCOc1cc(/C=C2\C(=O)N(CCc3ccc(OC)c(OC)c3)C(C)=C2C(=O)OC)ccc1O | -11.5

# Bioassay records as filed in PubChem.

# A portion of the library; rates above refer to the full screens.
